Screens as filed in PubChem.
TexasRed fluor: Total Fluorescence Counterscreen for Inhibitors of the Interaction of Thyroid Hormone Receptor and Steroid Receptor Coregulator 2 | AID 1479, 2009 | Potency, µM (doses to about 106 µM), without a hit: at the top dose fluorescence change, negative = quenching | TRb/SRC2 Texas Red total fluorescence interference | actives 0.29% (n = 280,000); active = well fitted curve in either direction with a large enough effect; inconclusive = small, poorly fitted or top-dose-only effect; note: % is set by controls: 0 for no effect and ±100 for the full control effect
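Flags fluorescent or light-absorbing compounds by total fluorescence, S + 2P, at 555 nm excitation and 632 nm emission. Mixture: 20 nM Texas Red SRC2 peptide, 0.6 uM human TRb LBD, 1 uM T3, 5% DMSO; compound exposure 5 h at ambient temperature.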
Tau fluor counter: Counterscreen qHTS for Inhibitors of Tau Fibril Formation, Fluorescence Polarization | tau K18 P301L Alexa594 fluorescence, heparin fibrillization | actives 0.93% (n = 280,000) | Potency, µM (top dose mostly 57.7 µM), for the others: top-dose activity change, negative = decrease | AID 1463, 2008; note: % is set by controls: 0 for no effect and ±100 for the full control effect; nearly all actives have a fitted effect of over 55% in size
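Human tau K18 P301L (15 uM unlabeled, 0.24 uM Alexa 594-labeled) in 100 mM sodium acetate pH 7 with 20 uM heparin, 6 hr at 37 C. ThT 30 uM added, 1 hr ambient; Alexa 594 FP and total fluorescence read at 555/632 nm.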
TRb-SRC2 inh: qHTS for Inhibitors of the Interaction of Thyroid Hormone Receptor and Steroid Receptor Coregulator 2; Thyroid hormone receptor beta (Homo sapiens), P10828; TRbeta-SRC2 peptide binding, fluorescence polarization; receptor liganded with 1 µM T3; Potency, µM (titrated, usually from 106 µM), inactives show top-dose activity change, negative = inhibition, most hits filed as inhibitors; actives 0.065% (n = 280,000); AID 1469, 2008;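 note: plate controls were bound peptide for no effect and peptide without receptor for full effect; nearly all actives have a fitted effect of over 50% in size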
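Human TRb LBD (0.6 uM) plus Texas Red-labeled SRC2 peptide (20 nM), 1uM T3, 5% DMSO, 5 hr at ambient temperature. Decreased polarization (555/632 nm) flags inhibition; data normalized to free and bound peptide controls.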
L3MBTL1 inh: qHTS Assay for the Inhibitors of L3MBTL1; AID 485360, 2010; AlphaScreen L3MBTL1–H3K9me1 peptide binding; Potency, µM (top dose mostly 57.1 µM), inactives show at the top dose activity, negative = inhibition, usual class: inhibitors; actives 0.66% (n = 230,000); Lethal(3)malignant brain tumor-like protein 1 (Homo sapiens), Q9Y468; note: % is set by controls: 0 for no effect and ±100 for the full control effect; nearly all actives have a fitted effect of over 60% in size
Target sequence (Q9Y468 whole entry, looked up): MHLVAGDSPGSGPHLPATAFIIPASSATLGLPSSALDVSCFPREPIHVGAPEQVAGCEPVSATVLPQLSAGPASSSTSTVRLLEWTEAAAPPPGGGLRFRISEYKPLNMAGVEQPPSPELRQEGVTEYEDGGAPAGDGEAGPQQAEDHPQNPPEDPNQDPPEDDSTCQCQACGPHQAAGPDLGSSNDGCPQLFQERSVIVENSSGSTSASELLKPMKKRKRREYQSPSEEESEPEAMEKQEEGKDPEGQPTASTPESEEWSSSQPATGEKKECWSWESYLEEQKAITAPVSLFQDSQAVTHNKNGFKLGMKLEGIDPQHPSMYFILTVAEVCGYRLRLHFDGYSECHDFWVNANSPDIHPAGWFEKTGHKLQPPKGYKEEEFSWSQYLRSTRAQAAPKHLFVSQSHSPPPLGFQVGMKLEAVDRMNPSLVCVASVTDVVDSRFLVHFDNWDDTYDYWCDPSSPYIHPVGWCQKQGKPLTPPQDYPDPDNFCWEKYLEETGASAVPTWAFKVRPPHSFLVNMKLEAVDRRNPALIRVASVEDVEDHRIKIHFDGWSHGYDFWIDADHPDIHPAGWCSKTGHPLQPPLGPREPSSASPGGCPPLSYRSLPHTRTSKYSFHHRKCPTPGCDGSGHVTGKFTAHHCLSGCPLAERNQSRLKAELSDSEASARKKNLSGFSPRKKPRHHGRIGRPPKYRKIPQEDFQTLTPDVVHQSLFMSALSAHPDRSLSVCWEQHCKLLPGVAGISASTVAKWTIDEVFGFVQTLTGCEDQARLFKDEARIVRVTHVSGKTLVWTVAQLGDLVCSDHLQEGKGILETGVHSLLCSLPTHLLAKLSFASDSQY
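AlphaScreen assay: L3MBTL1 (50 nM final) was preincubated 30 min at room temperature with biotinylated H3(1-15)K9me1 peptide (75 nM final), then 30 min with library compounds; streptavidin donor and nickel chelate acceptor beads (10 ug/mL final) added, 30 min dark.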
Tau fibril ThT: qHTS for Inhibitors of Tau Fibril Formation, Thioflavin T Binding; Microtubule-associated protein tau (Homo sapiens), P10636; recombinant tau K18 P301L (four-repeat tau fragment), heparin-induced fibrillization, ThT fluorescence; Potency, µM (doses to about 57.4 µM), without a hit: at the top dose activity, negative = inhibition, hits mostly inhibitors; actives 2.1% (n = 270,000); AID 1460, 2008; note: % is set by controls: 0 for no effect and ±100 for the full control effect; nearly all actives have a fitted effect of over 55% in size
Target sequence (P10636 561-689 P618L limits assumed): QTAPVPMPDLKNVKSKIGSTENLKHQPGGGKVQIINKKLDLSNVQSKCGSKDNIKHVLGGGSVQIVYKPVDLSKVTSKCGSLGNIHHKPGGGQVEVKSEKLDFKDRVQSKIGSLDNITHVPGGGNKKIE
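K18 P301L tau (15 uM + 0.24 uM Alexa 594-tagged), heparin 20 uM, NaOAc pH 7, 6 h 37 C; ThT 30 uM, 1 h RT, ex 450/em 510 nm.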
Tau FP inhib: qHTS for Inhibitors of Tau Fibril Formation, Fluorescence Polarization | actives 0.39% (n = 280,000) | K18 P301L tau heparin fibrillization, Alexa594 FP, 6 h | Potency, µM (series often up to 57.7 µM), for inactives: at the top dose activity, negative = inhibition, hits mostly inhibitors | Microtubule-associated protein tau (Homo sapiens), P10636; note: % is set by controls: 0 for no effect and ±100 for the full control effect; nearly all actives have a fitted effect of over 55% in size
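K18 P301L tau (15 uM unlabeled/0.24 uM Alexa 594-labeled, final) + compound + heparin 20 uM final; 100 mM NaOAc pH 7; 6 hr 37 C; ThT 30 uM final added, 1 hr RT; FP ex 555/em 632 nm.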
RECQ1 helicase: qHTS Assay for Inhibitors of RecQ-Like Dna Helicase 1 (RECQ1). ATP-dependent DNA helicase Q1 (Homo sapiens), P46063. RECQ1 DNA unwinding, red fluorescence kinetic read. Potency, µM (top dose mostly 57.3 µM), for the others: at the highest dose activity, negative = inhibition, usual class: inhibitors. actives 0.54% (n = 240,000). AID 2549, 2010;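 note: plate controls were vehicle for no effect and no enzyme for full effect; nearly all actives have a fitted effect of over 30% in size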
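RECQ1T1 50 nM; forked duplex (20 bp + 30-nt ss tails) 200 nM, ATP 2 mM final; pH 8.0, 2 mM MgCl2, 2.5 ug/ml poly(dI-dC); 15 min compound preincubation; discontinuous kinetic read over 2 h at RT.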
HTT cytoprotect: qHTS Multiplex Assay to Identify Dual Action Probes in a Cell Model of Huntington: Cytoprotection (ATP); PC12 HTT-Q103 induced, cytoprotection, ATP luminescence, 40 h; Potency, µM (highest dose often 56.4 µM), inactives show cytoprotection (ATP increase), usual class: activators; actives 0.14% (n = 230,000); AID 1471, 2008;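 note: % of control where 0% means no effect; nearly all actives have a fitted effect of over 45% in size; toxic huntingtin expression switched on by the ecdysone agonist tebufenozide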
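Readout: ATPlite luminescence (ATP level). Model: stable PC12, inducible Htt exon1 Q103-GFP. Inducer: tebufenozide, 100 nM final. Compounds: dose series. No G418 in medium.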
Numbers without * were called inactive; i = inactive; ? = inconclusive; . = not tested or not shown; [ ] = dose if it differs, or a comment. Unless noted, calls come from the whole dose curve; as a rule, active = well fitted curve in the direction sought with a large enough effect; inconclusive = small, poorly fitted or top-dose-only effect, or another doubt; inactive = no such curve, though single readings can be large; an effect the other way counts as inactive or inconclusive. Potency is the fitted concentration of half-maximal effect. These rows are one share of the data. The share of hits here may be higher or lower than overall.

Every second line gives: TexasRed fluor, Tau fluor counter, TRb-SRC2 inh, L3MBTL1 inh, Tau fibril ThT, Tau FP inhib, RECQ1 helicase, HTT cytoprotect
#1 CC1CN(c2nc3ccccc3nc2C(C#N)C(=O)OC2CCCCC2)CC(C)O1 (stereo unspecified)
→ -4%, 14%, -6%, -7%[11.4 µM], 5%, 6%, 0%, -22%[0.074 µM]
#2 CCCCOc1ccc(N(CC(=O)NCC2CCCO2)C(=O)CCC(=O)Nc2cc(C)ccn2)cc1 (stereo unspecified)
→ 3%, 0%, -14%, -19%, -14%, 6%, i, 2%[10 µM]
#3 O=C(/C=C/c1ccc(Cl)c([N+](=O)[O-])c1)c1cccnc1
→ 1%, -26%, -4%, -2%, ?, 8%, -12%, -15%
#4 Cc1ccc(C(=O)Nc2c(-c3ccccc3)nc3ccccn23)cc1C
→ -2%, -23%, -13%, ., -15%, -7%, ., .
#5 CCOC(=O)c1cnn(-c2ccccc2)c1NC(=O)CN1CCCCC1
→ -2%, 9%, -1%, 8%, 6%, 6%, -1%, -6%[10 µM]
#6 CCC(=O)N1CCc2cc(Br)cc(S(=O)(=O)CCC(=O)NCc3ccc(C)cc3)c21
→ 0%, -10%, 3%, ., 0%, -5%, ., .
#7 COc1ccc(S(=O)(=O)N2CN(Cc3ccco3)c3nc4ccccc4nc32)cc1
→ 19%, -30%, -22%, ., 22µM*, ?, 35µM*, 6%[0.074 µM]
#8 CCOc1cc2c(cc1OCC)C(c1ccccc1OC)OC(=O)C2 (stereo unspecified)
→ -2%, -20%, -2%, -2%, -18%, 5%, -13%, 3%[10 µM]
#9 N#Cc1nc(-c2cccs2)oc1N1CCN(Cc2ccccc2)CC1
→ -8%, -28%, -3%, ., ?, -6%, -4%, -10%
#10 CC(C)C(c1nnnn1Cc1ccc(F)cc1)N1CCN(Cc2ccc3c(c2)OCO3)CC1 (stereo unspecified)
→ -7%, -10%, 6%, -7%, -11%, 1%, -18%, 11%[10 µM]
#11 Cc1ccc(S(=O)(=O)NNC(=O)C2CCN(S(=O)(=O)c3ccc(C)cc3)CC2)cc1
→ 2%, -7%, 3%, 4%, -8%, -1%, -9%, -15%
#12 CN(C)S(=O)(=O)c1ccc(Cl)c(C(=O)Nc2nc3ccccc3[nH]2)c1
→ -2%, -3%, -1%, -1%, -1%, -2%, i, -16%
#13 CC(C)CN1C(=O)C(=O)N(CC(=O)Nc2cc(Cl)ccc2Oc2ccccc2)C1=O
→ -2%, -25%, -2%, ., -9%, -12%, -27%, 7%
#14 CSc1ncccc1C(=O)NCC1CCCCC1
→ 1%, 1%, -3%, -3%, -1%, -1%, -15%, -38%
#15 Cc1ccccc1NC1=C(Cl)C(=O)OC1OC(C)C (stereo unspecified)
→ -3%, -5%, -3%, ., -2%, 1%, -7%, 12%
#16 Cc1c(C2Nc3ccccc3C(=O)N2O)cnn1C (stereo unspecified)
→ -1%, -12%, 1%, 10%, 8%, -12%, -1%, 4%[1.9 µM]
#17 CCN(CC)C(=O)CN1C(=O)C2(OCC(C)(c3ccccc3)CO2)c2ccccc21 (stereo unspecified)
→ 1%, -6%, 7%, -6%, -10%, -7%, i, -8%[0.074 µM]
#18 CC(C)(C)NC(=S)N/N=C\c1ccc(-c2ccc([N+](=O)[O-])cc2)o1
→ -3%, ?, -2%, -8%, 7.1µM*, 12%, -3%, -10%[10 µM]
#19 CC(C)c1nc(SCC(=O)Nc2c[nH]c(=O)[nH]c2=O)c2cnn(-c3ccccc3)c2n1
→ 2%, 5%, 6%, -5%, 4%, 0%, 6%, .
#20 O=C(CCN1C(=O)C2C3C=CC(C3)C2C1=O)Oc1ccc2ccccc2c1 (stereo unspecified)
→ -1%, -15%, -12%, -5%, -9%, 11%, 14%, ?
#21 CCc1cccc(C)c1NC(=O)c1cn2c3c(ccc(Cl)c3c1=O)OC(C)C2 (stereo unspecified)
→ 100µM*[quencher], 6%, -19%, ., 12%, 5%, ., .
#22 CCC(C)(NC(=O)c1ccccn1)C(=O)NC1CCCCC1 (stereo unspecified)
→ 0%, 2%, -2%, -3%, 7%, -2%, 1%, -24%
#23 C#CCn1c(=NC(=O)c2cccs2)sc2cccc(OCC)c21
→ 1%, -10%, 4%, 1%, ?, -7%, i, 15%[10 µM]
#24 CCCCCNC(=O)c1ccc2c(=O)n(CCc3ccccc3)c(=O)[nH]c2c1
→ 0%, -7%, 4%, ., -7%, -7%, ., .
#25 Cc1ccc(SCc2cn3c(C)cc(C)nc3n2)cc1
→ -5%, 7%, 2%, 1%, -3%, -3%, -2%, 30%[10 µM]
#26 COC(=O)N/N=C/c1ccc(/C=N/NC(=O)OC)cc1
→ -1%[53 µM], 1%, -5%[53 µM], 12%, -4%, -6%, -10%, 27%[10 µM]
#27 Cc1nc(SCC(=O)Nc2ccc(Br)cc2)[nH]c(=O)c1Cc1ccccc1
→ -2%, -22%, 1%, ., ?, ?, ., .
#28 Cn1c(=O)[nH]c(=O)c2[nH]c(CN3CCN(Cc4ccccc4)CC3)nc21
→ 0%, 1%, 6%, ., 3%, -7%, i, ?
#29 Cc1ccc(C(=O)N/N=C\c2cc3c(cc2Br)OCO3)s1
→ -6%, -12%, -7%, 1%, ?, 1%, -9%, .
#30 COc1cc2c(C(=O)N3CCN(c4ccc(C)cc4)C(C)C3)cn(CC(C)C)c(=O)c2cc1OC (stereo unspecified)
→ -1%, -13%, -2%, ., -14%, 5%, ., .
#31 COc1ccc(C2=C(C=C(C#N)C#N)C(c3ccccc3C)c3ccccc3O2)cc1OC (stereo unspecified)
→ 2%, -13%, 11%, -19%, ?, -2%, ?, 7%[10 µM]
#32 CCOc1ccc(NC(=O)C(c2ccccn2)N(C(=O)CCl)c2ccc(OCC)cc2)cc1 (stereo unspecified)
→ 6%, ?, -6%, -15%, 10µM*, ?, -3%, -12%[10 µM]
#33 c1ccc(SCCSc2ccccc2)cc1
→ -2%, ., -3%, ., ., ., -5%, -23%
#34 O=C(c1cnc(N2CCCCC2)c2ccccc12)N1CCN(c2ccc(Cl)cc2)CC1
→ -17%, -13%, -1%, ., -16%, 7%, ., .
#35 COc1ccc(NC(=O)c2ccc(OCc3c(C)noc3C)c(OC)c2)cn1
→ -2%, 4%, -2%, 1%, -4%, -2%, -4%, -2%
#36 Cc1csc(NC(=O)CSc2nnc(C)c(=O)n2N)n1
→ -6%, 9%, -2%, 23%, 8%, 1%, i, 0%[10 µM]
#37 Cc1cccc2sc(N3CCN(C(=O)c4ccco4)CC3)nc12
→ 1%, -14%, -7%, ., ?, 2%, ., .
#38 O=C1CC(c2ccc(O[C@@H]3OC(CO)[C@@H](O)C(O)C3O)cc2)Oc2cc(O)ccc21 (stereo partly specified)
→ -1%, -5%, -2%, ., -5%, 1%, -5%, -25%
#39 Cc1cc(C)n(CC(=O)N/N=C/c2cc([N+](=O)[O-])ccc2O)n1
→ -8%, 0%, -12%, ?, 8%, 7%, 2%, 1%[10 µM]
#40 COc1cccc(C(c2nnnn2CCc2ccccc2)N2CCN(c3ccccc3)CC2)c1OC (stereo unspecified)
→ -6%, -25%, 1%, -12%, -21%, ?, -8%, -27%[10 µM]
#41 CCCCN(C(C)=O)C1CC(=O)N(c2ccc(OCCC)cc2)C1=O (stereo unspecified)
→ ?, 11%, 2%, -15%, 7%, 2%, -4%, 5%[10 µM]
#42 Cc1cc(C)c(C#N)c(OCC(=O)c2ccc(Br)cc2)n1
→ 1%, -16%, -2%, 24%, -9%, -9%, i, -8%
#43 Cc1cccc(CN2CCN(CC(=O)NCCCN3CCCC3=O)C2=O)c1
→ 2%, 4%, 0%, ., 3%, 6%, i, 4%
#44 C=CCn1c(COc2cccc(C)c2)nnc1SCC(=O)NC(=O)NCc1ccco1
→ -3%, 3%, -12%, ?, -5%, 1%, -20%, -11%[0.074 µM]
#45 Cc1csc2c(=O)sc(NC(=O)c3ccco3)nc12
→ -2%, -12%, 2%, ., ., -9%, -1%, -18%[10 µM]
#46 COc1cc2c(cc1OC)C1(Nc3c-2c(-c2ccccc2)nn3-c2ccccc2)C(=O)Nc2ccccc21 (stereo unspecified)
→ -1%, ?, -3%, ., ?, 13%, -12%, -18%
#47 CN(C)/C=C/C(=O)c1ccc(Cl)cc1
→ -3%, -18%, -3%, -2%, ?, 9%, i, -8%
#48 O=C(Nc1ccccc1C(=O)N/N=C/c1ccc(O)cc1)c1ccccc1
→ 0%, ?, 4%, -4%, -10%, -7%, -5%, -12%[10 µM]
#49 CCOC(=O)CN1C=C(c2ccc3ccccc3n2)C(C[N+](=O)[O-])c2ccccc21 (stereo unspecified)
→ -5%, ?, 0%, ., ?, 6%, -7%, 10%[10 µM]

Full records, quoted from the list. Order of screens: TexasRed fluor, Tau fluor counter, TRb-SRC2 inh, L3MBTL1 inh, Tau fibril ThT, Tau FP inhib, RECQ1 helicase, HTT cytoprotect
Listed for `COc1cc2c(cc1OC)C1(Nc3c-2c(-c2ccccc2)nn3-c2ccccc2)C(=O)Nc2ccccc21` (stereo unspecified) : -1%, ?, -3%, ., ?, 13%, -12%, -18%
Listed for `CCOC(=O)CN1C=C(c2ccc3ccccc3n2)C(C[N+](=O)[O-])c2ccccc21` (stereo unspecified) : -5%, ?, 0%, ., ?, 6%, -7%, 10%[10 µM]
Listed for `O=C(Nc1ccccc1C(=O)N/N=C/c1ccc(O)cc1)c1ccccc1` : 0%, ?, 4%, -4%, -10%, -7%, -5%, -12%[10 µM]
